CRFBP-R2 block: antagonists of CRF-binding protein/CRF-R2 receptor complex; HEK293 CRF-R2/CRF-BP, CRF-induced calcium fluorescence; inhibition, % at 11.8 µM; 350,000 tested, 0.59% active;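 active means inhibition of the ligand-induced calcium signal above about 50% at the single tested concentration, limit read from the data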
CRFBP-R2 agonist: agonists of human CRF-binding protein/CRF-R2 receptor complex | AID 588473 | HEK293 CRF-R2/CRF-BP, calcium dye fluorescence (FLIPR); percent of saturating CRF peptide response | activation, % at 13.2 µM | 350,000 tested, 0.46% active;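 active means activation of at least 50%, plus an integration ratio under a set limit after plate pattern correction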;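 further: plate controls were neutral control wells without compound for no effect and CRF at EC100 for full effect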
p-CIP stab down: compounds decreasing mouse p/CIP protein stability. decrease of EGFP signal, % at 10 µM. F442A p/CIP-EGFP cells, EGFP fluorescence, 16 h. 290,000 tested, 0.01% active. Q05BA5. AID 1984;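 active means EGFP signal decrease of at least 30% at 10 µM or well 3 SD below plate mean, unless failing retest; inactive means the rest, including hits failing retest or dose response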; further: some compounds called inactive have numbers as strong as hits; many of its hits are not listed in these tables
M4 PAM: potentiates acetylcholine response at human M4 receptor | P08173 | AID 624126 | 360,000 tested, 0.4% active | activation, % at 3 µM | CHO-K1 hM4/Gqi5, Fluo-8 calcium fluorescence, ACh EC20; 0% = ACh EC20, 100% = maximal ACh;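 active means activation above its plate's cutoff, the mean activation of sample wells plus 3 SD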; further: some results filed as inactive read as strong as hits
IDE inh: inhibits human insulin-degrading enzyme in HEK cells; P14735; FAbetaB cleavage, fluorescence polarization; inhibition, % at 5.59 µM; 320,000 tested, 0.41% active; AID 434962;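 active means percent inhibition above the average of all tested compounds plus 3 SD, set per screening campaign, cut at about 16% in these data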;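 further: IDE supplied by intact live HEK cells; FP after avidin binding of uncleaved biotin substrate so inhibition keeps polarization high; 0% = DMSO wells and 100% = 60 µM reference IDE inhibitor Ii1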
PHOSPHO1 block: PHOSPHO1 (human) inhibition; 290,000 tested, 1.1% active; inhibition, % at 13.3 µM; recombinant PHOSPHO1, absorbance phosphatase assay; Q8TCT1; in the data active means inhibition above about 60%
Target sequence (Q8TCT1 whole entry, looked up): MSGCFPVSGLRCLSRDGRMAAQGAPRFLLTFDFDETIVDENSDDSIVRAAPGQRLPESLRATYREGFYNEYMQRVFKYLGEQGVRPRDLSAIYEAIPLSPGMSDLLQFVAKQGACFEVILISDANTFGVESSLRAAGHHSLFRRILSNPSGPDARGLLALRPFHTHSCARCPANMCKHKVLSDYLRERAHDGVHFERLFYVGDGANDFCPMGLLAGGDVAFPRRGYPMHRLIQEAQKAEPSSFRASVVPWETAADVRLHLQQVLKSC
IDE act: activators of human insulin-degrading enzyme in cells | P14735 | HEK cells, FAbeta-B cleavage, fluorescence polarization; 0% vehicle, 100% cell-free pure enzyme wells | activation, % at 5.96 µM | 340,000 tested, 0.073% active;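 active means activation above the mean of all tested compounds plus 3 SD, set per screening campaign, cut at about 17% in these data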
MEKK3 PB1 HTS: modulators (inhibitors or enhancers) of MEK5 binding to human MEKK3 PB1 domain | bead-based flow cytometry, Alexa488-MEK5 binding to MEKK3; actives lie on both sides; 0 = blocked by unlabeled MEK5, 100 = vehicle | binding response (% of control), % at 10 µM | 290,000 tested, 1.4% active | AID 1529;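 active means binding response more than 3 SD above or below the average of its plate-row segment, actives on both sides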;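 further: Alexa488 bead fluorescence after subtracting the streptavidin-only scavenger bead signal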
Target sequence (Q99759 whole entry, looked up, the tested form may be a part): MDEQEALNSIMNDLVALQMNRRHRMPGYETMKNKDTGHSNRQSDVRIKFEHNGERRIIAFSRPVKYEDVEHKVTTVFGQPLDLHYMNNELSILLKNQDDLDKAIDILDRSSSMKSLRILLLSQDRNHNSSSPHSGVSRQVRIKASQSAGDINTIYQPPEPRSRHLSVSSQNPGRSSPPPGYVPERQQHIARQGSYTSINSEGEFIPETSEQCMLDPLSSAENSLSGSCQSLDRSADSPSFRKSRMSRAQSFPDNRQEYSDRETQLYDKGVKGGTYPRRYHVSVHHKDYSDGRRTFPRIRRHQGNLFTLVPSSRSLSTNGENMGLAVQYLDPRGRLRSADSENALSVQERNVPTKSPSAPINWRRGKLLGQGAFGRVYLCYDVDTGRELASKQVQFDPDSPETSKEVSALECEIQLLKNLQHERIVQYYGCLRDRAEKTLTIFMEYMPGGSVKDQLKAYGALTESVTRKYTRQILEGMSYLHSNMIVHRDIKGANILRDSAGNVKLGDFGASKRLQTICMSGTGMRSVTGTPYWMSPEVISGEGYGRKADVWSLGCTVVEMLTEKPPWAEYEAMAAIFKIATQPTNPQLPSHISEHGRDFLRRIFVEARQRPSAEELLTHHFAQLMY
GalR3 antag: blocks the human galanin receptor 3; 360,000 tested, 0.44% active; inhibition, % at 3 µM; O60755; HEK293 GalR3-CNG cAMP membrane potential fluorescence; galR3 body fused to GalR1 C-terminus; AID 651719;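 active means inhibition above the screen-wide average plus 3 SD, cut at about 13% in these data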;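 further: forskolin and galanin both at EC90 stimulate the cells; cAMP rise reported by CNG channel membrane potential dye signal; 0% = forskolin plus galanin with DMSO and 100% = forskolin alone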
* marks the source's active call; other numbers are inactive results; · = no result given; [ ] = dose if it differs, or a comment.

SMILES	CRFBP-R2 block	CRFBP-R2 agonist	p-CIP stab down	M4 PAM	IDE inh	PHOSPHO1 block	IDE act	MEKK3 PB1 HTS	GalR3 antag
CC1(C)SC(=Nc2ccccc2)N(S(=O)(=O)c2ccccc2)C1=O	15	-4.9	0	6	-6	-14	3	102	5
COC(=O)CCC(C(=O)CN1C(=O)c2ccccc2C1=O)N1C(=O)c2ccccc2C1=O (configuration not stated)	11	-2.9	·	-5	·	·	-4	·	0
CCCC(=O)NC(c1ccc(OC)cc1)c1ccc2cccnc2c1O (configuration not stated)	-4	-0.7	-9	-7	-3	36	3	89	-4
O=C(COC(=O)c1c2c(nc3ccccc13)/C(=C\c1cccs1)CCC2)Nc1ccccc1	-1	1.0	1	-7	0	-9	4	96	0
O=C(c1ccc(CS(=O)c2ccccc2Cl)o1)N1CCN(c2ccccn2)CC1 (configuration not stated)	-8	-3.4	3	-8	0	44	-8	105	-7
CCN(C(=O)COC(=O)c1oc2ccc(OC)cc2c1C)C1CCS(=O)(=O)C1 (configuration not stated)	19	-1.6	·	-2	·	·	1	·	-2
COCCN1CC(=O)N2C(c3cccc(C)c3)c3[nH]c4ccccc4c3C[C@H]2C1=O (some centres not stated)	-24	13	-1	-6	0	20	2	101	-8
Cc1nc(N2CCOCC2)nc(N2CCCCC2)c1[N+](=O)[O-]	-7	-4.6	-13	1	-4	-14	3	109	-3
CN(C)S(=O)(=O)c1cc(NC(=O)CNCc2ccccc2)ccc1Cl	-4	1.9	-7	1	3	18	0	102	-4
CCN(C[C@H]1N[C@@](CC)(C(=O)OC)[C@H]2C(=O)N(Cc3ccccc3)C(=O)[C@@H]12)C(=O)COc1ccccc1	-12	-0.8	·	2	-2	·	-3	·	-1
CC1CCN(c2c(NCc3ccc(C(=O)NCC4COc5ccccc5O4)cc3)c(=O)c2=O)CC1 (configuration not stated)	1	-1.5	·	3	3	·	-1	101	-3
O=C(NCc1ccccc1)c1cccc(S(=O)(=O)N2CCOCC2)c1	19	1.1	-2	-2	0	2	3	83	-1
COc1ccc(C(CNC(=O)C(CC(C)C)NS(=O)(=O)c2ccc(C)cc2)N2CCOCC2)cc1 (configuration not stated)	0	-1.2	·	2	-2	·	5	·	-1
O=C(CC1NC(=O)NC1=O)NC1(C(=O)NC2CCCCC2)CCCCC1 (configuration not stated)	-5	-0.4	-8	-5	-4	18	2	101	-6
Cc1coc2cc3oc(=O)c(Cc4ccccc4)c(C)c3cc12	-1	4.6	0	-6	6	-4	0	100	-5

Three of the entries above in order of their number in CRFBP-R2 block, smallest number first.
SMILES	CRFBP-R2 block	CRFBP-R2 agonist	p-CIP stab down	M4 PAM	IDE inh	PHOSPHO1 block	IDE act	MEKK3 PB1 HTS	GalR3 antag
Cc1nc(N2CCOCC2)nc(N2CCCCC2)c1[N+](=O)[O-]	-7	-4.6	-13	1	-4	-14	3	109	-3
COC(=O)CCC(C(=O)CN1C(=O)c2ccccc2C1=O)N1C(=O)c2ccccc2C1=O (configuration not stated)	11	-2.9	·	-5	·	·	-4	·	0
O=C(NCc1ccccc1)c1cccc(S(=O)(=O)N2CCOCC2)c1	19	1.1	-2	-2	0	2	3	83	-1

Continuation.
SMILES	CRFBP-R2 block	CRFBP-R2 agonist	p-CIP stab down	M4 PAM	IDE inh	PHOSPHO1 block	IDE act	MEKK3 PB1 HTS	GalR3 antag
O=C(c1cn(-c2ccccc2)nc1-c1cccs1)N1CCN(c2ccc(F)cc2)CC1	-31	2.1	-6	-10	3	7	1	111	-4
CC(C)CCn1c2ccccc2c2cc(CC(N)=O)ccc21	-24	1.1	1	9	5	-8	7	101	-6
Cc1ccc(Oc2nc3ccccn3c(=O)c2/C=C(\C#N)C(=O)Nc2c(C)n(C)n(-c3ccccc3)c2=O)c(C)c1	4	0.1	-6	2	-1	-9	3	74*[inhibitor]	-7
CCOc1ccccc1NC(=O)Cn1c(=O)n(-c2ccccc2)c(=O)c2oc3ccccc3c21	1	-1.1	6	-3	4	1	0	96	3
COc1ccc(S(=O)(=O)N2CCN(CC(=O)c3c(N)n(C)c(=O)n(C)c3=O)CC2)cc1OC	-19	-0.3	·	-1	·	·	·	·	-4
CCNC1(C#N)CCN(Cc2ccccc2)CC1	3	-1.8	·	1	·	·	4	·	-8
Cc1ccc(C(=O)N/C(=C/c2ccc(Cl)cc2)C(=O)N2CCOCC2)cc1	-7	1.9	-2	-9	6	19	3	94	-7
O=C(NNS(=O)(=O)c1ccc(F)cc1)c1cc2ccccc2cc1O	16	0.8	-6	3	-4	32	-2	102	-10
O=C(NCc1csc2ccc(Cl)cc12)Nc1cccc2ccccc12	-13	1.8	0	-2	-4	38	-5	98	-1
CCCCCn1c(CN2CCN(Cc3ccccc3)CC2)nc2c1c(=O)[nH]c(=O)n2C	2	0.1	0	4	5	16	-2	102	-6
Cn1c(=S)c2[nH]c(SCCC(C)(C)C)nc2n(C)c1=O	-11	0.6	·	10	·	·	4	·	-5
CC1CC(=O)N(CC(=O)NCc2ccc3c(c2)OCO3)c2ccccc2S1 (configuration not stated)	-4	-2.4	4	6	2	11	-4	·	-3
COc1ccc(/C=N/NC(=O)c2c(C)nc3ccccn23)cc1[N+](=O)[O-]	-11	-1.0	-15	-9	1	47	-7	93	1
COc1cccc(N=C2SC(C(=O)Nc3ccc(F)cc3)CC(=O)N2C)c1 (configuration not stated)	-2	-0.2	-8	7	4	-12	0	102	1
O=C(CCn1c(=O)c2cccn2c2ccc(F)cc21)NCc1cccc(F)c1	7	-2.2	0	-1	-1	21	0	103	-6
CCC(=O)N1CCN(c2nc(C)nc3sc(C)c(C)c23)CC1	1	-1.0	-3	15	1	-18	-1	92	-8
C=CCn1c(COc2cccc3cccnc23)nnc1SCC(=O)OC	8	0.2	-2	14	-4	43	0	98	-5
CC(=O)C[C@H]1c2ccccc2S(=O)(=O)N1C1CCCC1	1	-1.1	·	8	8	·	3	103	-7
O=C(CN1CCN(c2ccc([N+](=O)[O-])cc2)CC1)Nc1nccs1	13	-4.3	-20	6	4	-17	-2	100	-1
CC1CC(C)CN(C(=O)C(C)N(C)CC(=O)Nc2ccc(Cl)cc2)C1 (configuration not stated)	-25	-0.2	15	-3	4	-19	-4	101	-8
Cc1cc(C)c2nc(SCC(=O)NCCN3C(=O)CSC3=O)cc(C)c2c1	-6	-0.6	-16	4	1	-2	-3	103	2
CCOC(=O)c1cc(-c2csc(-c3ccc(C(C)(C)C)cc3)n2)on1	-10	0.0	-17	12	0	36	-7	92	9
COc1ccccc1CNS(=O)(=O)CCNCCc1ccccc1	-5	-0.9	·	7	·	·	0	·	-6
O=C(CSc1ncn[nH]1)Nc1cc(S(=O)(=O)N2CCCC2)ccc1Cl	50*	1.1	14	4	0	20	6	97	12
COC(=O)c1ccccc1NC(=O)c1cc(-c2cccs2)on1	5	-0.7	9	-4	5	3	5	107	-4
O=C(N1CCOCC1)N1CCN(S(=O)(=O)c2ccc(Cl)cc2)C1	5	-2.3	-27	3	7	31	-4	101	-8
Cn1c(NC(=O)c2cccc(Cn3cc(Cl)cn3)c2)nc2ccccc21	-7	-1.4	0	-5	-1	-18	-3	107	-8
CCCNC(=O)c1onc(CSc2cccc(OC)c2)c1C(=O)NCCC	-1	0.5	-16	4	6	22	1	95	-6
COc1ccc(/C=N/NC(=S)NCC2CCCO2)cc1 (configuration not stated)	-3	-0.1	-6	-13	-3	8	13	94	-4
COc1ccc2[nH]c(=O)c(CN(C(=O)NC3CCCCC3)C3CCCC3)cc2c1	-14	-0.9	-13	14	4	-21	-2	103	-3
O=C(CSc1nnc2ccc(-c3ccncc3)nn12)c1cccs1	3	-1.4	-10	-8	0	-23	0	97	-6
COc1ccc(N2C(=O)CC(NCCNc3ccc([N+](=O)[O-])cn3)C2=O)cc1 (configuration not stated)	4	-0.9	-11	5	-7	-9	6	99	-11
O=C(/C=C/c1ccc2c(c1)OCO2)Nc1nc2ccccc2s1	16	8.5	-4	17	4	-8	5	95	-4
CC1CCc2c(sc3nc(C(C)(C)C)nc(N4CCN(C(=O)CCl)CC4)c23)C1 (configuration not stated)	-18	2.5	-2	-4	1	·	0	105	-4
CCc1ccc(CNC(=O)c2ccc(OC)c(OC3CCN(C(C)C)CC3)c2)nc1	0	-1.2	-11	-4	2	32	6	102	-3
Cc1nc2nc(CC(=O)O)[nH]n2c(=O)c1[N+](=O)[O-]	7	-1.0	9	10	5	-38	1	97	4
N#CCSc1nnc2sc3ccccc3n12	-5	-0.1	-10	4	-2	-11	5	108	-2
COc1ccc(S(=O)(=O)NCCNC(=O)N2CCOCC2)cc1	-1	2.4	-7	-3	3	38	6	99	-1
O=C1OCCC1Sc1nc2ccccc2c(=O)n1-c1ccc(F)cc1 (configuration not stated)	-5	-0.6	4	8	2	53	2	·	-2
Cc1sc2nc[nH]c(=S)c2c1-c1ccccc1	-8	-6.0	-2	5	13	-7	-16	106	-5
O=C1CN(c2nc(-c3cccs3)nc3sc4c(c23)CCCC4)CCN1	-14	-2.3	0	4	2	0	-2	99	-4
Cc1ccc2cc(C3CC(c4ccco4)=NN3S(C)(=O)=O)c(Cl)nc2c1 (configuration not stated)	-6	-0.3	-1	-3	0	49	-3	83	-2
C[C@H](CO)N1C[C@H](C)[C@H](CN(C)C(=O)CCC(F)(F)F)OCc2cnnn2CCCC1=O	4	-0.4	·	-6	·	·	·	·	-2
C=CCNC(=O)c1onc(CSc2ccc(Cl)cc2)c1C(=O)NCC=C	22	-3.9	-14	-1	4	26	-7	94	-6
CCN(CC)S(=O)(=O)c1ccc(C(=O)NCc2ccc3c(c2)OCO3)cc1	0	0.1	-19	6	-4	37	4	86	4
N#CCCN(CC(=O)O)S(=O)(=O)c1ccccc1	10	7.3	4	5	4	6	0	104	2
CSCC[C@H](NC(=O)c1ccc(Br)o1)c1nnc2ccccn12	-25	1.8	-5	4	7	-2	2	100	3
O=C(NCc1ccco1)c1ccc(COc2ccccc2Cl)cc1	6	-0.6	10	10	14	35	1	102	1

By substructure: those above containing a thiophene ring, fused or not (9)
SMILES	CRFBP-R2 block	CRFBP-R2 agonist	p-CIP stab down	M4 PAM	IDE inh	PHOSPHO1 block	IDE act	MEKK3 PB1 HTS	GalR3 antag
O=C(COC(=O)c1c2c(nc3ccccc13)/C(=C\c1cccs1)CCC2)Nc1ccccc1	-1	1.0	1	-7	0	-9	4	96	0
O=C(c1cn(-c2ccccc2)nc1-c1cccs1)N1CCN(c2ccc(F)cc2)CC1	-31	2.1	-6	-10	3	7	1	111	-4
O=C(NCc1csc2ccc(Cl)cc12)Nc1cccc2ccccc12	-13	1.8	0	-2	-4	38	-5	98	-1
CCC(=O)N1CCN(c2nc(C)nc3sc(C)c(C)c23)CC1	1	-1.0	-3	15	1	-18	-1	92	-8
COC(=O)c1ccccc1NC(=O)c1cc(-c2cccs2)on1	5	-0.7	9	-4	5	3	5	107	-4
O=C(CSc1nnc2ccc(-c3ccncc3)nn12)c1cccs1	3	-1.4	-10	-8	0	-23	0	97	-6
CC1CCc2c(sc3nc(C(C)(C)C)nc(N4CCN(C(=O)CCl)CC4)c23)C1 (configuration not stated)	-18	2.5	-2	-4	1	·	0	105	-4
Cc1sc2nc[nH]c(=S)c2c1-c1ccccc1	-8	-6.0	-2	5	13	-7	-16	106	-5
O=C1CN(c2nc(-c3cccs3)nc3sc4c(c23)CCCC4)CCN1	-14	-2.3	0	4	2	0	-2	99	-4

An unsorted share of the library; any-hit rate near 4.2%.
